Source: PubChem BioAssay (Sanford-Burnham Center for Chemical Genomics)
KOR beta-arrestin-1: KOR antagonists, beta-arrestin recruitment, cell-based, luminescence, uHTS (AID 1778). Kappa-type opioid receptor (Homo sapiens). 0.091% of 290,000 active. inhibition, % at 10 µM; hits with a dose series show IC50 in µM. KOR beta-arrestin recruitment, luminescence, antagonist mode; higher % means a stronger effect; further: strong numbers were not always called active
KOR beta-arrestin-2: KOR agonists, beta-arrestin recruitment, primary screen, cell-based, luminescence, uHTS (AID 1777); Kappa-type opioid receptor (Homo sapiens); KOR beta-arrestin recruitment, luminescence; higher % means a stronger effect; activation, % at 10 µM; hits with a dose series show EC50 in µM; 0.02% of 280,000 active; in the data active means activation above about 50%, passing the limit was not always enough; further: a part of the inactive calls stands beside numbers as strong as those of hits
human PMI inhibition: inhibitors of human PMI, primary screen, biochemical, fluorescence intensity, coupled assay (AID 1209). inhibition, % at 20 µM, or IC50 in µM where a hit was titrated. Mannose-6-phosphate isomerase (Homo sapiens). purified PMI enzyme, coupled fluorescence intensity; higher % means a stronger effect. 0.42% of 190,000 active;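 further: plate controls were DMSO vehicle for no effect and wells lacking substrate for full effect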
NOD1 inhibition: NOD1 signaling inhibitors, primary screen, cell-based, luminescence, uHTS (AID 1578); 1% of 290,000 active; inhibition, % at 4 µM; hits with a dose series show EC50 in µM; NOD1-driven NF-kB luciferase reporter cells, luminescence; higher % means a stronger effect; in the data active means inhibition mostly above about 36%, no sharp cut-off; inactive means mostly below about 34%;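 further: HEK-293T reporter cells stimulated with the NOD1 agonist gamma-tri-DAP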
HEK293 NOD2/NF-kB: NOD2 signaling inhibitors, cell-based, luminescence, uHTS, HEK293 (AID 1566). HEK293 NOD2/NF-kB luciferase reporter, luminescence; higher % means a stronger effect. inhibition, % at 4 µM, or EC50 in µM where a hit was titrated. 0.63% of 290,000 active; further: many of its hits are not listed in these tables
LYP phosphatase: inhibitors of LYP phosphatase, biochemical, fluorescence intensity, uHTS (AID 1779). Tyrosine-protein phosphatase non-receptor type 22 (Homo sapiens). recombinant LYP phosphatase, fluorescence intensity; higher % means a stronger effect. inhibition, % at 11.5 µM, or IC50 in µM where a hit was titrated. 0.054% of 290,000 active;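 further: plate controls were vehicle with enzyme for no effect and no enzyme for full effect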
TNAP activation fold: human TNAP enzyme activators, primary screen, biochemical, luminescent, no phosphate acceptor, uHTS (AID 1001); Alkaline phosphatase, tissue-nonspecific isozyme (Homo sapiens); purified TNAP, luminescent activation assay, no phosphate acceptor; higher activation fold means a stronger effect; activation fold at 20 µM; hits with a dose series show EC50 in µM; 0.03% of 200,000 active; in the data active means activation fold from about 3, or a potency from the dose series; inactive means the rest, 99 in 100 with activation fold below about 1.6; further: many of its hits are not listed in these tables
XIAP displacement: XIAP antagonists, biochemical, IAP family, fluorescence polarization (AID 1018). E3 ubiquitin-protein ligase XIAP (Homo sapiens). XIAP BIR domain, fluorescence polarization peptide displacement; higher % means a stronger effect. displacement, % at 20 µM, or IC50 in µM where a hit was titrated. 0.007% of 200,000 active; in the data active means displacement above about 50%; further: a part of the inactive calls stands beside numbers as strong as those of hits
human PMI inhibitors: human PMI inhibitors, high substrate, primary screen, biochemical, fluorescence intensity, high mannose 6-phosphate (AID 1220); Mannose-6-phosphate isomerase (Homo sapiens); inhibition, % at 20 µM, or IC50 in µM where a hit was titrated; 0.66% of 190,000 active; recombinant PMI enzyme, coupled fluorescence intensity; higher % means a stronger effect
* = called active by the depositor; nt = no result given; [ ] = remark or other dose. Unless noted, no stated cut-off is given here; in the data, active means inhibition above about 50%; inactive means the rest. These rows are one share of the data; rates above refer to the full screens.

SMILES	KOR beta-arrestin-1	KOR beta-arrestin-2	human PMI inhibition	NOD1 inhibition	HEK293 NOD2/NF-kB	LYP phosphatase	TNAP activation fold	XIAP displacement	human PMI inhibitors
CCCCc1nnc(NC(=O)CCS(=O)(=O)Cc2ccccc2)s1	14%	-4.9%	nt	-12%	11%	-2%	nt	nt	nt
CC(=O)NCCc1cc2ccc(C)c(C)c2[nH]c1=O	-9%	-6.0%	15%	3%	10%	0%	1.1	-4.2%	13%
Cc1ccc(S(=O)(=O)N2CCOCC2)cc1NC(=O)CSc1nc2ccccc2c(=O)n1Cc1ccccc1	-13%	-0.4%	0%	-8%	0%	15%	1.2	-2.3%	-5%
O=C1N=C(N2CCCC2)S/C1=C\c1cn[nH]c1-c1ccccc1	-5%	-2.1%	7%	-29%	6%	-3%	1.1	-3.2%	14%
COc1ccc(C(C(=O)NC2CCCC2)N(Cc2cccnc2)C(=O)Cc2cccs2)cc1OC (stereo not given)	-32%	0.1%	nt	-50%	-3%	-8%	nt	nt	nt
CC1(C)Cc2nc3oc4c(N5CCOCC5)ncnc4c3cc2CO1	-35%	-0.9%	8%	11%	-20%	-4%	1	-9.5%	10%
Cc1oncc1-c1cn2ccccc2n1	-6%	-3.3%	8%	-21%	7%	-8%	1.1	-4.7%	6%
O=C(O)C1=C[C@@H](c2csc3ccccc23)C[C@@H](OCCCCO)O1	-38%	5.6%	-3%	-11%	-8%	-6%	1	-1.2%	2%
Cc1cc(C)cc(NC(=O)COC(=O)CCCC2=NS(=O)(=O)c3ccccc3N2)c1	-51%	1.5%	-7%	-16%	-6%	-4%	1.2	-0.8%	-8%
c1ccc(-c2cc3c(N4CCOCC4)ncnc3s2)cc1	-8%	-2.1%	12%	31%	-19%	2%	1.1	-3.4%	15%
CC(=O)OCCc1[nH]c2ccccc2c1C	0%[20 µM]	-0.3%	nt	-18%	-3%	-6%	nt	nt	nt
O=C(Nc1ccnn1C1CCN(CCCc2ccccc2)CC1)c1cccc(F)c1	41%	-2.5%	nt	-45%	-23%	0%	nt	nt	nt
CCOc1ccc(NC(=O)N(CCCN2CCOCC2)Cc2cccnc2)cc1	-8%	-0.7%	4%	-10%	3%	-7%	1.1	-1.8%	8%
CC1CCC(NC(=O)CCS(=O)(=O)c2ccc3c(c2)CC(C)N3C(=O)C2CC2)CC1 (stereo not given)	-18%	-8.3%	nt	-5%	-7%	-9%	nt	nt	nt
Cc1nnc(SCCn2c(N3CCN(C)CC3)nc3c2c(=O)[nH]c(=O)n3C)s1	20%	4.4%	-4%	15%	-2%	-4%	1.1	-4.7%	-2%
CCc1cccc(C)c1NC(=S)N(CCN(C)C)C(C)c1cccnc1 (stereo not given)	-8%	-3.3%	-5%	-19%	7%	-12%	1	-3.4%	-4%
Cc1ccc(NCC(O)C(O)C(O)CO)cc1C (stereo not given)	33%	-1.2%	7%	-16%	-8%	-5%	1.1	-1.7%	9%
Cc1ccc(S(=O)(=O)N(C)C)cc1NC(=O)C1CCC1	22%	-6.0%	nt	-12%	1%	-8%	nt	nt	nt
O=S(=O)(Nc1nnc(C(F)(F)F)s1)c1ccc(Cl)cc1	4%	-2.7%	nt	-6%	-8%	-4%	nt	nt	nt
Cc1ccc(CCNC(=O)c2nc(CS(=O)(=O)c3ccc(Cl)cc3)no2)cc1	-9%	-0.8%	nt	-6%	18%	-12%	nt	nt	nt
CCOC(=O)C1=C(C)N=C2SCCC(=O)N2[C@@H]1c1cccs1	-8%	2.3%	nt	-2%	24%	-4%	nt	nt	nt
CC1=C(C)C(=O)N(CCC(=O)O)C1=O	0%	-1.2%	0%	-22%	-9%	-6%	1.2	-2.9%	-2%
CCOC(=O)CN(C(=O)CSc1nnc2c(n1)[nH]c1ccc(OC)cc12)c1ccc(F)cc1	-22%	-4.9%	15%	-27%	11%	-6%	0.9	0.4%	19%
CCOC(=O)c1cnc2c(C)c(-c3ccccc3)[nH]n2c1=O	17%	7.5%	17%	-10%	2%	1%	1.1	-5.2%	5%
CC(C)NC(=S)N1CCC(Cc2ccccc2)CC1	-17%	1.9%	-2%	-38%	-4%	-6%	1.1	-7.6%	4%
COc1ccc(S(=O)(=O)NC(C(C)C)C(C)C)cc1OC	7%	5.4%	3%	-19%	6%	1%	1.1	-1.4%	-4%
Cc1nn(Cc2ccccc2)c(C)c1NC(=O)CCCn1nc(C)c([N+](=O)[O-])c1C	20%	-1.3%	4%	5%	19%	-9%	1	-0.9%	-2%
CC(C)NC(=O)NC(=O)COC(=O)c1cccc(OC(F)F)c1	-42%	1.6%	-4%	-34%	-10%	-3%	1.1	-8.3%	-8%
CCCCSCc1nc2ccccn2c1Br	-10%	-1.8%	-44%	-53%	-8%	-6%	1.1	-5.5%	-79%
Cn1c(=O)c2c(nc(CN3CCOCC3)n2CC(O)CO)n(C)c1=O (stereo not given)	45%	-3.7%	6%	-18%	-1%	-1%	1.1	-1.8%	3%

The list goes on (5 carried over from the part before).
SMILES	KOR beta-arrestin-1	KOR beta-arrestin-2	human PMI inhibition	NOD1 inhibition	HEK293 NOD2/NF-kB	LYP phosphatase	TNAP activation fold	XIAP displacement	human PMI inhibitors
COc1ccc(S(=O)(=O)NC(C(C)C)C(C)C)cc1OC	7%	5.4%	3%	-19%	6%	1%	1.1	-1.4%	-4%
Cc1nn(Cc2ccccc2)c(C)c1NC(=O)CCCn1nc(C)c([N+](=O)[O-])c1C	20%	-1.3%	4%	5%	19%	-9%	1	-0.9%	-2%
CC(C)NC(=O)NC(=O)COC(=O)c1cccc(OC(F)F)c1	-42%	1.6%	-4%	-34%	-10%	-3%	1.1	-8.3%	-8%
CCCCSCc1nc2ccccn2c1Br	-10%	-1.8%	-44%	-53%	-8%	-6%	1.1	-5.5%	-79%
Cn1c(=O)c2c(nc(CN3CCOCC3)n2CC(O)CO)n(C)c1=O (stereo not given)	45%	-3.7%	6%	-18%	-1%	-1%	1.1	-1.8%	3%
OCCC1CN(Cc2nc(-c3ccccc3)cs2)CCN1C1CCCC1 (stereo not given)	-34%[20 µM]	nt	-8%	-20%	8%	-8%	1.1	-4.2%	-5%
COc1ccc(NC(=O)CN2CCC(NC(=O)c3ccco3)CC2)c([N+](=O)[O-])c1	-41%	-0.4%	nt	-35%	11%	-5%	nt	nt	nt
Cc1ccc2[nH]c3c(=O)n(CC(=O)N4CCN(C)CC4)ncc3c2c1	8%	-3.3%	nt	-22%	9%	-2%	nt	nt	nt
COc1ccc(OC)c(-n2c(C)ccc2-c2ccc(S(C)(=O)=O)cc2)c1	-32%	4.2%	20%	-16%	9%	2%	1	-9.2%	18%
O=C(Nc1ccn(Cc2ccccc2F)n1)c1ccc(COc2ccccc2Cl)cc1	-45%	-1.2%	12%	40%	-9%	-1%	1.1	2.5%	8%
Cc1noc(NS(=O)(=O)c2ccc(NC(=O)CCC3CCCC3)cc2)c1C	28%	0.5%	6%	-14%	5%	-2%	1	-6.5%	-3%
Nc1nc(SC23CC4CC(CC(C4)C2)C3)ns1	-7%	3.4%	nt	0%	-21%	0%	nt	nt	nt
CCCCP(=O)(CCCC)c1ccccc1C(=O)O	-14%	-3.0%	-6%	-7%	-1%	-9%	1.1	-6.0%	-3%
NNC(=O)c1ccc(COc2ccc3c(c2)CCC3)cc1	-8%	-4.2%	17%	-31%	-1%	1%	1	-7.5%	7%
CCC(=O)c1cc2c(cc1NC(=O)c1ccc(C)cc1)OCCO2	35%	5.2%	17%	-31%	9%	-4%	1	-0.2%	13%
Cc1nc2n(COCCO)cnn2c(=O)c1Br	8%	0.3%	-18%	-22%	2%	-4%	1.1	-4.1%	-6%
COc1ccc(NC(=O)c2nc[nH]c2C(=O)N2CCN(c3ccccc3)CC2)cc1	19%	0.9%	nt	0%	16%	-1%	nt	nt	nt
O=C(c1ccc(Cl)cc1[N+](=O)[O-])N1CCN(c2ccccn2)CC1	-12%[20 µM]	-4.4%	9%	-20%	6%	-6%	1	-3.5%	16%
CC(=O)n1nc(-c2ccc(C)cc2)nc1NCc1ccco1	8%	2.0%	-3%	-48%	-58%	-4%	0.7	-0.8%	1%
COc1ccc(OCc2cc(C(=O)NC3CCOCC3)no2)c2ccccc12	1%	-3.0%	nt	-21%	12%	-10%	nt	nt	nt
CC(=O)Nc1ccc(Nc2cc(C(C)C)nc3c(-c4ccccc4)c(C)nn23)cc1	-2%	4.2%	nt	12%	-5%	0%	nt	nt	nt
O=C(O)c1ccc(N2C(=O)/C(=C/C=C/c3ccccc3)SC2=S)cc1	-33%	-5.5%	-4%	-14%	7%	-2%	0.9	-5.7%	-1%
Cc1ccc(N2CC(C(=O)Nc3cccnc3)CC2=O)cc1C (stereo not given)	-13%	-2.3%	nt	-14%	-8%	-6%	nt	nt	nt
CCOc1ccc(C(=O)NCc2ccc3c(c2)OCO3)cc1OCC	-10%[20 µM]	nt	nt	-4%	-8%	-12%	nt	nt	nt
C=CC[N+](C)(C)CCN1C(=O)C2C(c3ccccc3)C=CC(c3ccccc3)C2C1=O (stereo not given)	13%	1.7%	-7%	-20%	14%	-2%	1.1	-6.2%	-6%
COc1ccc(C2C(C#N)=C(N)Oc3cc(C)n(Cc4ccncc4)c(=O)c32)cc1 (stereo not given)	-46%	5.7%	2%	-15%	-4%	-3%	1	-6.5%	23%
O=Cc1cn(CC(=O)N2CCOCC2)c2ccccc12	11%	-1.5%	2%	-36%	5%	-3%	1.1	-6.7%	0%
Cc1[nH]c2ccc(C(=O)OCCN(C)C)cc2c1C	11%	-0.6%	3%	-32%	2%	3%	1	-8.2%	12%
COc1ccc(CC2C(=O)OC(C)(C)OC2=O)c(Cl)c1OC	18%	-6.7%	nt	-2%	0%	-9%	nt	nt	nt
O=C(Nc1cccc(O)c1)c1noc2c1CCCCC2	2%	-12%	-1%	59%	-86%	0%	1.1	-21%	-5%
CC(=O)N(C(C)=O)c1ncc2c([nH]c3ccccc32)c1C#N	-22%	1.1%	-7%	77%	-10%	-8%	1	-1.3%	-12%
Cc1ccccc1-c1nnc(-c2ccccc2)o1	14%	3.1%	1%	-78%	-77%	-12%	1.1	-0.9%	-2%
COc1ccccc1C(=O)NNC(=O)c1sccc1-n1cccc1	3%	-2.4%	-7%	-33%	6%	-1%	1.3	-1.4%	-5%
COc1ccc(C2CC(c3cccs3)Nc3nnnn32)cc1 (stereo not given)	-4%	-2.6%	-7%	-18%	8%	0%	1.2	-5.6%	-10%
COc1ccc(OCc2cc(C(=O)N3CCCC(O)C3)no2)c2ccccc12 (stereo not given)	-25%	-3.3%	nt	-69%	-62%	-2%	nt	nt	nt
COc1ccc(-c2nc(/C=C3\C(C)=Nc4ccccc43)c(O)o2)cc1	-49%	5.1%	3%	-35%	-16%	8%	0.8	-8.3%	9%
COCCn1c(SCC(=O)Nc2ccc3[nH]c(=O)[nH]c3c2)nc2ccccc2c1=O	-4%	4.5%	nt	-4%	-29%	-5%	nt	nt	nt
CCOC(=O)c1[nH]nc(N)c1NC(=O)c1ccc(Cl)cc1Cl	-18%	-3.0%	-1%	-14%	-12%	-2%	1	-7.7%	-6%
